# Screening results (PubChem)
# ADAM17 inh – inhibits human ADAM17; P78536; recombinant ADAM17, EDANS/DABCYL FRET peptide cleavage; inhibition, % at 6.95 µM; 370,000 tested, 0.83% active; AID 720648;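 active means inhibition above the mean of compounds lying between control limits plus 3 SD, set per campaign, cut at about 8.5% in these data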;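 further: 0% = DMSO-only wells as the low control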
# ASAP1 GAP inh – ASAP1 ArfGAP inhibition. Q9ULH1. ASAP1-stimulated ARF1 GTP hydrolysis, GDP FP detection. inhibition, % at 16.5 µM. 360,000 tested, 0.19% active; in the data active means inhibition above about 25%;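 further: 0% = vehicle with enzyme and substrate and 100% = no enzyme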
# ADAM10 inh – ADAM10 inhibition, QFRET primary screen; O14672; recombinant ADAM10, EDANS/DABCYL FRET peptide cleavage, 3 h; inhibition, % at 7 µM; 370,000 tested, 0.62% active; AID 720582;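 active means inhibition above a per-campaign cutoff equal to the mean of compounds falling between control-based bounds plus 3 SD, cut at about 20% in these data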;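 further: 0% = DMSO wells while the 100% control is not disclosed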
# Target sequence (O14672 214-748 limits assumed): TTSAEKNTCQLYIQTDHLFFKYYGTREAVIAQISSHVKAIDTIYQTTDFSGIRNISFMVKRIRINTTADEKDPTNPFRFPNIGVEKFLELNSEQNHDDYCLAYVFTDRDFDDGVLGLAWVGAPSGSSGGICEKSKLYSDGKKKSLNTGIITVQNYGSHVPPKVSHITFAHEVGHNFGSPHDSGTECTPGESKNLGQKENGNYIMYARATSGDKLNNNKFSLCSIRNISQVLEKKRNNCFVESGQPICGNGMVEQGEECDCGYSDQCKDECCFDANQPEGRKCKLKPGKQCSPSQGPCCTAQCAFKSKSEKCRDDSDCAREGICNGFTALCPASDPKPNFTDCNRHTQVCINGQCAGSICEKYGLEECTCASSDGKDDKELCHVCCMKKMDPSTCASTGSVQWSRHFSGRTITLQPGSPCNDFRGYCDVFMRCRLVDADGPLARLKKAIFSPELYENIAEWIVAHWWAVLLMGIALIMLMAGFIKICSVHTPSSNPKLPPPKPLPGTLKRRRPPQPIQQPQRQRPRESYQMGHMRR
# TDP2 absorb – blocks human TDP2 phosphodiesterase activity. O95551. recombinant TDP2, T5PNP hydrolysis, p-nitrophenol absorbance 415 nm. inhibition, % at 12.8 µM. 370,000 tested, 0.34% active;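 active means inhibition above the mean of all tested compounds plus 3 SD, set per campaign, cut at about 25% in these data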;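 further: 0% = DMSO with enzyme and 100% = buffer with substrate but no TDP2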
# Target sequence (O95551 whole entry, looked up): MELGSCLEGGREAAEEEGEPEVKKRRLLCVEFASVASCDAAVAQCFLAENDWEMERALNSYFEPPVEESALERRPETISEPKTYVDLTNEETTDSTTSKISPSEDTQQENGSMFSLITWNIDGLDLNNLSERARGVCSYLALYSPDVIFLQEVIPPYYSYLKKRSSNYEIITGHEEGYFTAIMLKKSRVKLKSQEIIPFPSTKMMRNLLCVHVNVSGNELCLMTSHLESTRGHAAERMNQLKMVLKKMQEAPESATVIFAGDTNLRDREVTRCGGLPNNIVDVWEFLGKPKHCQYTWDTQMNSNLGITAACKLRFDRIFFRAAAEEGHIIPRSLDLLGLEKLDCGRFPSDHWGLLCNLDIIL
#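 Material: recombinant human TDP2; quantity: TDP2 enzyme at 120 nM final; medium: Tris-HCl pH 7.5 with MgCl2; compound: single concentration, 12.8 µM nominal, with 1% DMSO; incubation: 2 h enzyme incubation at 37 °C; signal: epi absorbance; measure: percent inhibition; benchmarks: high control without enzyme, low control DMSO plus TDP2; repeats: singlicate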
# LEDGF integ inh – blocks HIV-1 LEDGF/p75-dependent DNA integration. 370,000 tested, 0.64% active. TR-FRET IN-LEDGF/p75 DNA integration, Eu/Cy5. inhibition, % at 3.7 µM;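 active means inhibition above the screen-wide mean plus 3 SD, cut at about 13% in these data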;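 further: signal is the Cy5 over europium emission ratio at 671 and 618 nm; 0% = plate median of compound wells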
# Tn7 DDE FP – disrupts Tn7 cyclic peptide binding to fibrin D-Dimer-E complex | FP displacement of FITC-Tn7 peptide from fibrin DD(E); 0% = median of compound wells per plate | inhibition, % at 8.3 µM | 370,000 tested, 0.13% active;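 active means inhibition above the mean of compounds falling within the control limits plus 3 SD of them, cut at about 14% in these data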;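 further: 0% = plate median of compound wells and 100% = 10 µM Aha-Tn7 peptide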
#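 Assay system: human fibrin DD(E) protein / Input: 2 µM fibrin DD(E) / Benchmarks: high control of 10 µM Aha-Tn7 peptide / Measured by: fluorescence polarization of the labelled Tn7 tracer / Medium: Tris buffer with calcium and detergent, pH 7.8 / Timing: 10 min compound pre-incubation, 3 h probe incubation at room temperature / Repeats: one replicate per compound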
# ARFGAP1 inh – inhibits rat ARF GTPase activating protein 1; Q62848; Arfgap1-stimulated ARF1 GTP hydrolysis, GDP FP detection; inhibition, % at 16.5 µM; 360,000 tested, 0.26% active;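 active means inhibition above a per-plate limit, mean inhibition of low control wells plus 3 SD, cut at about 25% in these data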;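 further: 0% = DMSO wells with enzyme and 100% = wells lacking Arfgap1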
# Target sequence (Q62848 1-136 limits assumed): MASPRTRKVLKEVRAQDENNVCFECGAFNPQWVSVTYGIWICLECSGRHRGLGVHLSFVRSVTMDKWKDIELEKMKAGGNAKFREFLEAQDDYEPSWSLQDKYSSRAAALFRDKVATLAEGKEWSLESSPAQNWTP
#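 Assay system: Rat Arfgap1 GAP domain (His6, aa 1-136), purified enzyme | Buffer or medium: HEPES 25 mM pH 7.5, NaCl 150 mM, MgCl2, DTT | Schedule: GTP hydrolysis reaction 2 h at 25 °C | Signal: FP of antibody-bound GDP Alexa 633 tracer, ex 620/em 688 nm | Measure: Percent inhibition of Arfgap1-stimulated GTP hydrolysis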
# DDE Tn6 FP inh – disrupts Tn6 cyclic peptide binding to fibrin D-Dimer-E complex; Fibrin DD(E) TRITC-Tn6 fluorescence polarization displacement; inhibition, % at 8.3 µM; AID 720509; P02675; 370,000 tested, 0.21% active;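 active means inhibition above a per-campaign cutoff: mean of compounds within control limits plus 3 SD, cut at about 15% in these data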;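 further: 0% = median of all compound wells on the plate and 100% = blocking peptide control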
# PLCg1 inh – PLC-gamma1 (human) inhibition, primary screen; P19174; purified PLC-gamma1, fluorogenic substrate, fluorescence; inhibition, % at 12.2 µM; 370,000 tested, 0.84% active; AID 720700; in the data active means inhibition above about 9.5%
# proKLK7 act – activators of human kallikrein-7 zymogen; P49862; purified proKLK7, EDANS-DABCYL substrate fluorescence; 100% is mature enzyme control, 0% vehicle; activation, % at 7 µM; 370,000 tested, 0.9% active;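 active means activation above the mean of all tested compounds plus 3 SD, computed per campaign excluding outliers beyond control limits, cut at about 13% in these data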
# An asterisk follows results filed as active; / = no result given. Compounds as they come; about 4.2% have a hit in one of these screens.
ADAM17 inh,LEDGF integ inh,TDP2 absorb,proKLK7 act,Tn7 DDE FP,ADAM10 inh,ASAP1 GAP inh,DDE Tn6 FP inh,ARFGAP1 inh,PLCg1 inh,Molecule
-1,4,9,0.5,0,1,-6,-7,9,0,COc1ccc2c(c1)c([C@@H]1[C@H](C)[C@H]3CCCC[C@H]3CN1S(=O)(=O)c1ccc(C)cc1)cn2C
-2,-1,2,-0.2,4,-4,/,7,/,-2,CC1(C)CC(=O)C=C(Nc2ccccc2NC(=O)c2cccc(F)c2F)C1
1,4,-6,-0.2,-4,-3,8,3,6,1,Cc1ccc(C(=O)Nc2nnc([C@H]3C[C@H](O)[C@@H](CO)O3)s2)cc1
2,-2,3,-0.9,-3,6,3,1,-3,4,CCOC(=O)/C=C(/C)N1N=C(c2ccc(OC)cc2)CC1c1cccc([N+](=O)[O-])c1 (configuration not stated)
0,1,11,-0.2,-2,0,2,7,-6,3,CCOCCCNC(=O)c1cn(CC)c2ccc(S(=O)(=O)N(C)C3CCCCC3)cc2c1=O
-3,-6,1,0.3,5,10,-1,5,-4,-2,CC(C)(C)C1=CC(O)(c2ccccc2)C=C(C(C)(C)C)C1=O
2,1,-5,0.1,2,1,4,-16,6,1,O=C(CCCc1cccs1)Nc1nc2c(s1)CCCC2
10*,1,-19,0.3,0,27*,-12,-2,-6,7,COc1cccc(OC)c1C(=O)OCC(=O)Nc1ccc(OC(F)(F)F)cc1
-1,1,8,0.3,-3,-2,5,5,-8,-1,COCCCNC(=S)Nc1cccc(S(=O)(=O)NC2=NCCC2)c1
-5,-4,5,0.0,10,-4,-9,11,4,-3,Cc1ccc2nc(SCC(=O)NNC(=O)c3ccccc3)[nH]c2c1
2,2,8,-0.1,-4,13,0,6,10,2,NC(=O)[C@H](Cc1cc2ccccc2s1)NC(=O)[C@@H]1CC2(CC(c3cccc(NC(=O)[C@@H]4CCC(=O)N4)c3)=NO2)CN1C(=O)/C=C/Sc1ccccc1 (some centres not stated)
-3,2,0,0.5,9,8,0,-4,-2,3,COCCNC(=O)c1onc(CS(=O)(=O)c2cc(C)cc(C)c2)c1C(=O)NCCOC
1,-1,-7,1.5,4,-1,/,-8,/,0,COc1ccc(-c2nnc(SCC(=O)NN=Cc3c(O)ccc4ccccc34)n2-c2ccc(OC)cc2)cc1
-62,1,11,2.7,-4,-205,0,4,5,-19,Cc1cc(=O)oc2cc(OCC(=O)OCC(=O)Nc3ccc4ccccc4c3)ccc12
1,2,-8,0.1,2,0,0,0,10,6,CCC(=O)CN(Cc1cc(OC)ccc1OC)S(=O)(=O)c1ccccc1Br
2,-1,-2,0.7,-1,2,-9,0,11,-4,COc1ccc(-c2ccc3c(c2)[C@@H]2C[C@H](N(C)S(=O)(=O)c4ccccc4)[C@H]([C@H](C)O)C(=O)N2CC3)cc1
2,0,1,0.3,7,6,-6,9,11,0,COC(=O)[C@]12C[C@H](CC(=O)N3CCSCC3)C(=O)N(Cc3ccc4c(c3)OCO4)C1=C[C@H](COCc1ccccc1)O[C@@H]2C
2,0,5,1.1,0,6,-5,-1,-1,2,CCO[C@H]1OC(C(=O)Nc2ccccc2)=C[C@@H](c2coc3ccccc3c2=O)[C@@H]1CCCO
19*,0,-19,0.8,-2,36*,7,0,-1,5,COc1ccc(C2CC(O)(c3ccccc3)Oc3c(C)ccc(C)c32)cc1 (configuration not stated)
-7,-5,-8,-0.6,-5,-4,9,4,2,2,Cc1c(CCO)c(=O)[nH]n1S(=O)(=O)c1cccc(C(F)(F)F)c1
-1,-1,-5,0.4,8,-7,-15,-1,-11,-2,COc1ccc(C(=O)OCC(=O)c2ccc(CNC(C)=O)s2)cc1
-2,-1,12,-0.1,6,5,12,5,2,1,CC(C)c1ccc(NC(=O)CSc2n[nH]c(=O)n2C2CC2)cc1
-4,-3,7,0.2,2,2,2,-8,-1,3,O=C(CSc1nnc(NC(=O)c2ccccc2[N+](=O)[O-])s1)NCC1CCCO1 (configuration not stated)
-4,-4,-3,-0.6,6,-2,-8,1,-9,-4,O=C(CNS(=O)(=O)c1ccccc1)Nc1ccc2c(c1)OCO2
1,1,-8,0.0,-6,1,-9,1,6,3,CN(C)CCCNc1nc2sc3c(c2c(=O)n1CCc1ccccc1)CCCCC3
-24,-3,6,0.3,-5,-56,5,-10,-4,-3,CCOc1cc2[nH]c(=O)n(CCCC(=O)N(C)Cc3ccccc3)c(=O)c2cc1OCC
-5,2,-4,0.4,-9,6,-3,1,1,1,O=C(CSc1nnc(-c2ccccc2)o1)NC1CCCCC1
-17,0,-15,0.0,3,-50,8,3,5,-2,C/C(Cc1ccccc1)=N\NC(=O)CNC(=O)c1ccccc1O
-3,-2,1,0.1,-2,4,10,-6,3,1,O=C(C1CCCCC1)N1CCN=C1SCc1cccc([N+](=O)[O-])c1
-16,-1,-3,-4.1,-6,-54,2,-4,3,-14,O=c1oc2cc(Oc3ccc(C(F)(F)F)cc3[N+](=O)[O-])ccc2c2c1CCCC2

# 12 neighbouring records out of the list so far:
ADAM17 inh,LEDGF integ inh,TDP2 absorb,proKLK7 act,Tn7 DDE FP,ADAM10 inh,ASAP1 GAP inh,DDE Tn6 FP inh,ARFGAP1 inh,PLCg1 inh,Molecule
19*,0,-19,0.8,-2,36*,7,0,-1,5,COc1ccc(C2CC(O)(c3ccccc3)Oc3c(C)ccc(C)c32)cc1 (configuration not stated)
-7,-5,-8,-0.6,-5,-4,9,4,2,2,Cc1c(CCO)c(=O)[nH]n1S(=O)(=O)c1cccc(C(F)(F)F)c1
-1,-1,-5,0.4,8,-7,-15,-1,-11,-2,COc1ccc(C(=O)OCC(=O)c2ccc(CNC(C)=O)s2)cc1
-2,-1,12,-0.1,6,5,12,5,2,1,CC(C)c1ccc(NC(=O)CSc2n[nH]c(=O)n2C2CC2)cc1
-4,-3,7,0.2,2,2,2,-8,-1,3,O=C(CSc1nnc(NC(=O)c2ccccc2[N+](=O)[O-])s1)NCC1CCCO1 (configuration not stated)
-4,-4,-3,-0.6,6,-2,-8,1,-9,-4,O=C(CNS(=O)(=O)c1ccccc1)Nc1ccc2c(c1)OCO2
1,1,-8,0.0,-6,1,-9,1,6,3,CN(C)CCCNc1nc2sc3c(c2c(=O)n1CCc1ccccc1)CCCCC3
-24,-3,6,0.3,-5,-56,5,-10,-4,-3,CCOc1cc2[nH]c(=O)n(CCCC(=O)N(C)Cc3ccccc3)c(=O)c2cc1OCC
-5,2,-4,0.4,-9,6,-3,1,1,1,O=C(CSc1nnc(-c2ccccc2)o1)NC1CCCCC1
-17,0,-15,0.0,3,-50,8,3,5,-2,C/C(Cc1ccccc1)=N\NC(=O)CNC(=O)c1ccccc1O
-3,-2,1,0.1,-2,4,10,-6,3,1,O=C(C1CCCCC1)N1CCN=C1SCc1cccc([N+](=O)[O-])c1
-16,-1,-3,-4.1,-6,-54,2,-4,3,-14,O=c1oc2cc(Oc3ccc(C(F)(F)F)cc3[N+](=O)[O-])ccc2c2c1CCCC2

# Next part
ADAM17 inh,LEDGF integ inh,TDP2 absorb,proKLK7 act,Tn7 DDE FP,ADAM10 inh,ASAP1 GAP inh,DDE Tn6 FP inh,ARFGAP1 inh,PLCg1 inh,Molecule
0,4,-1,0.1,3,10,17,-4,5,3,Cc1cc(OC(=O)c2ccccc2)c([N+](=O)[O-])c(=O)[nH]1
-7,-3,10,-0.2,-5,-9,2,-5,4,-2,CCN(CC)CCCn1c2c(c(SCC(=O)Nc3nc4ccccc4s3)nc1=O)CCC2
-29,3,4,-1.1,-5,-91,8,-2,-9,-99,CCc1cc2c(nc1CC)CCCN2Cc1ccc(Br)cc1
-3,-4,2,-0.1,2,-9,6,9,2,0,CS(=O)(=O)c1ccc(Cl)c(NC(=O)C2CCN(S(=O)(=O)c3cccs3)CC2)c1
-2,1,3,0.8,-2,-2,6,-2,-2,-1,Cc1ccc(SCC(=O)NC(C)(C)C)cc1
1,-2,12,0.1,-2,7,12,1,1,-1,O=C(COC(=O)COc1ccc(Br)cc1)Nc1cccnc1Cl
0,0,8,0.0,3,-4,-1,3,-1,-3,CCC(C)(C)c1nnc(NC(=O)c2cccc([N+](=O)[O-])c2)s1
0,5,5,-0.1,4,6,9,-5,-4,-1,COc1cc(OC)nc(NC(=O)COC(=O)c2cccc(Cl)c2)n1
0,0,6,0.1,1,-11,-3,6,5,5,Cc1nc(-c2ccc(F)cc2)c(CC(=O)N(C)CC(=O)Nc2ccccc2C(F)(F)F)s1
-4,1,6,0.1,10,0,14,-3,-9,-2,Cc1ccc(S(=O)(=O)NNC(=O)Cc2cccn2C)cc1
1,-3,-13,-0.1,3,9,-5,-3,-10,-1,Nc1nonc1-n1nnc(C(=O)N/N=C/c2ccc(OCc3ccccc3)cc2)c1CN1CCCCC1
0,-1,-11,-0.5,-3,6,3,-5,-5,-1,CCCCC[C@H]1CN(Cc2ccc(OC)cc2)C(=O)[C@@H]1CC(=O)NCc1ccccc1
-1,-4,15,0.9,2,-7,-2,3,3,-2,Cn1cnnc1SCC(=O)Nc1ccccc1F
-2,1,17,-0.2,-3,3,-7,-1,0,4,CCc1ccccc1NC(=S)N=Nc1c(O)n(C)c2ccc(S(=O)(=O)N3CCOCC3)cc12
-5,-4,-13,0.1,8,2,11,-3,2,-4,O=C(COC(=O)/C=C/c1cccc(F)c1)Nc1cccc(S(=O)(=O)NC2=NCCCCC2)c1
-8,-2,6,-0.5,6,-26,3,-3,-9,-4,CC1C(=O)N(Cc2cn(CCC3OCCCO3)nn2)CCS(=O)(=O)N1Cc1ccc(-c2cccc(N(C)C)c2)cc1 (configuration not stated)
1,2,5,0.5,8,-1,11,0,0,-21,CSc1ccc(/C=N/NC(=O)c2ccc(-n3cnnn3)cc2)cc1
-4,-2,10,-0.1,-4,-10,4,-5,6,-6,CCOC(=O)c1cc(NC(=O)c2ccc(OC)cc2)c(=O)oc1-c1ccccc1
-1,-2,-7,0.0,5,5,3,2,6,-1,O=C(COc1cc(F)ccc1[N+](=O)[O-])NCCCc1ccccc1
